Source: PubChem (National Center for Advancing Translational Sciences (NCATS))
MLL CXXC-DNA inh: qHTS Fluorescence Polarization Assay for Inhibitors of MLL CXXC domain - DNA interaction; Histone-lysine N-methyltransferase 2A (Homo sapiens), Q03164; MLL-CXXC / FITC-HOXA9 DNA fluorescence polarization; Potency, µM (titrated, usually from 115 µM), for the others: top-dose activity change, negative = inhibition, usual class: inhibitors; 0.037% of 290,000 active; active means well fitted inhibition curve with a large enough effect in the polarisation, with a control signal flat, not every such curve was filed as active; inconclusive means small, poorly fitted or top-dose-only effect, or effect the other way, or a change in a side signal; inactive means no such curve, though single readings can be large or run the other way; the % refers to the polarisation; further: potency means the concentration at half of the fitted maximal effect
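Fluorescence polarization: 7 uM MLL-CXXC (stock) preincubated 5 min with compounds, then 50 nM fluorescein-HOX-A9 DNA (stock) added; 30 min ambient. Buffer 50 mM Tris-HCl pH 7.5, 50 mM NaCl, 1 mM DTT, 0.05% BSA.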
Tb PFK inh: qHTS Assay to Find Inhibitors of T. brucei phosphofructokinase; 0.17% of 330,000 active; Potency, µM (series often up to 57.5 µM), inactives show top-dose activity, negative = inhibition, most hits filed as inhibitors; T. brucei PFK, ADP-Glo luminescence; ATP-dependent 6-phosphofructokinase (Trypanosoma brucei brucei), O15648;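 further: potency means the concentration at half of the fitted maximal effect; 0% = uninhibited 1x PFK enzyme wells and -100% = no-enzyme wells; nearly all actives have a fitted effect of over 60% in size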
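1.25 nM PFK with 0.5 mM F6P and 0.1 mM ATP in 0.1 M TEA pH 8.0, 5 mM MgCl2, incubated 45 min at room temperature; ADP measured by ADP-Glo luminescence; compounds titrated up to 57 uM.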
BCR signal inh: qHTS Assay to Find Inhibitors of Chronic Active B-Cell Receptor Signaling; 0.05% of 340,000 active; ABC-DLBCL IkBa-CBG/CBR reporter, luminescence ratio, 4 h; Potency, µM (top dose mostly 46.1 µM), without a hit: top-dose ratio change, negative = lower green/red ratio, hits mostly inhibitors; active means well fitted inhibition curve with a large enough effect in the signal ratio, with a control signal flat, not every such curve was filed as active; inconclusive means small, poorly fitted or top-dose-only effect, or effect the other way, or a change in a side signal; the % refers to the signal ratio;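 further: potency means the concentration at half of the fitted maximal effect; plate controls were basal doxycycline-induced cells for no effect and cells given 10 µM MG132 for full effect; MG132 reads +100%, hits lower the ratio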
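Concentration-response series (up to 46 uM) were applied to TMD8 dual-reporter cells for 4 h at 37C with doxycycline. Green/red ratio, after filter-overlap correction, defined %Activity; red signal alone was normalised to basal cells and zero luminescence.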
GALK inhibitor: qHTS Assay for Inhibitors of Human Galactokinase (GALK). Potency, µM (doses to about 57.5 µM), for inactives: at the highest dose activity change, negative = inhibition, actives largely listed as inhibitors. P51570. AID 1868, 2009. 0.007% of 270,000 active. Purified GALK, Kinase-Glo residual ATP luminescence; further: potency means the concentration at half of the fitted maximal effect; on the % scale 0 is the no-effect control and ±100 the full control effect
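Compounds were pin-transferred into ATP buffer (35 uM final), then GALK plus galactose (5 nM, 100 uM final) was added. After 1 h at room temperature, Kinase-Glo Plus was added and luminescence read after 10 min.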
hERG WT inh: qHTS for Inhibitors of KCHN2 3.1: Wildtype qHTS. AID 720551, 2013. 0.37% of 340,000 active. U2OS, BacMam KCNH2, thallium flux FluxOr; active compounds read low. Voltage-gated inwardly rectifying potassium channel KCNH2 (Homo sapiens), Q12809. activity change, % at 1.84 µM;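 active means maximum activity change below -70%; inconclusive means maximum activity change between -70% and -50%; inactive means maximum activity change above -50%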; further: on the % scale 0 is the no-effect control and ±100 the full control effect
Target sequence (Q12809 whole entry, looked up): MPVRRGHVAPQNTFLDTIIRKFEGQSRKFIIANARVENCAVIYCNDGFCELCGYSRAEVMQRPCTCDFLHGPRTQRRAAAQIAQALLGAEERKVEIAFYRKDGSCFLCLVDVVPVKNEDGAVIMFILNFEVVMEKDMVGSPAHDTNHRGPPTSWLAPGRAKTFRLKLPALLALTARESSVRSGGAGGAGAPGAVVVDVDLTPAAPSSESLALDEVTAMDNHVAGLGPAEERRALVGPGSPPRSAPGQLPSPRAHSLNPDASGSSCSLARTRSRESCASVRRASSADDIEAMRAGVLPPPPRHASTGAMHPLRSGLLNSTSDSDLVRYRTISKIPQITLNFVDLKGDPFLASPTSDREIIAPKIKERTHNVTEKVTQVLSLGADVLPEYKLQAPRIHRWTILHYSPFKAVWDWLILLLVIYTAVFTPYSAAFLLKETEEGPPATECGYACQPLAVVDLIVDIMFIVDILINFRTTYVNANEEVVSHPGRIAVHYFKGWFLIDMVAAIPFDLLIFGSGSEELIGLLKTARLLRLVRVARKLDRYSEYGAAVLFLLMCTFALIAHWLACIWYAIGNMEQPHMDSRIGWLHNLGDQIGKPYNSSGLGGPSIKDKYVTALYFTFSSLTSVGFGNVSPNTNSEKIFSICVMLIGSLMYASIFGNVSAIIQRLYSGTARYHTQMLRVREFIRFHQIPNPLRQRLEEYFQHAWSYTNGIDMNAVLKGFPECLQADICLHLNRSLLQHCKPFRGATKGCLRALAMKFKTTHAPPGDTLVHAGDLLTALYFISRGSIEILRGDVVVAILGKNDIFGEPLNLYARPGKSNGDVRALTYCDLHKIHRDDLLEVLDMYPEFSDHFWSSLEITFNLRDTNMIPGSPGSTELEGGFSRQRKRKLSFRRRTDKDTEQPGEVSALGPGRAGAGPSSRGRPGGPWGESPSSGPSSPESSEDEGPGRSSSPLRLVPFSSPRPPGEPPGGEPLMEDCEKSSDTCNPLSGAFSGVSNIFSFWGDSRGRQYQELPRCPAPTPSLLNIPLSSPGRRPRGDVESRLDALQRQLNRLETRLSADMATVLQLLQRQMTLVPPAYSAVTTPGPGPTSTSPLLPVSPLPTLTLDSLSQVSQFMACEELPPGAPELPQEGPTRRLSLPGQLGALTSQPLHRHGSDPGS
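U2OS cells transduced with wild-type KCNH2 virus are loaded with FluxOr dye for 45 min, and thallium flux is measured in kinetic reads before and after stimulation buffer. Rate constants are normalized to DMSO controls.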
TCR activator: Activators of T cell receptors: qHTS campaign; Potency, µM (highest dose often 9.22 µM), without a hit: at the top dose activation of IL-2 secretion, actives largely listed as activators; 330,000 tested, under 10 active; primary human leukocytes, anti-CD3, IL-2 HTRF, 48 h; further: % of control where 0% means no effect
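1) Mix primary human leukocytes, a-CD3 beads and compound. 2) Incubate 48 hr. 3) Add HTRF IL-2 reagents (a-IL-2-K, a-IL-2-d2).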
FBPA coupling cs: qHTS Assay for Inhibitors of Fructose-1,6-bisphosphate Aldolase from Giardia Lamblia: Coupling assay counterscreen; activity change, negative = inhibition, % at 58.2 µM, hits read low; 0.67% of 290,000 active; AID 2472, 2010; coupling enzyme system counterscreen, AmpLite Red fluorescence; in the data active means activity change below about -30%; further: on the % scale 0 is the no-effect control and ±100 the full control effect
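Counterscreen lacking aldolase: glyceraldehyde-3-phosphate coupling-enzyme reagent preincubated 10 min at RT with compound (at 57.5 uM final), then substrate/coupling system with AmpLite Red added; fluorescence read at 525/598 nm after 20 min RT.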
A-T KAP1 phos: qHTS Assay for Identifying a Potential Treatment of Ataxia-Telangiectasia; AID 485349, 2010; 0.19% of 320,000 active; […] A-T fibroblasts, KAP-1 phosphorylation AlphaLISA; neocarzinostatin DNA damage 30 min before lysis; Potency, µM (highest dose often 57.5 µM), for inactives: at the top dose activation, hits mostly activators; further: potency means the concentration at half of the fitted maximal effect; % of control where 0% means no effect; nearly all actives have a fitted effect of over 45% in size
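ATM-like activity read as KAP-1 phosphorylation via AlphaLISA donor/acceptor antibody pairs after lysis and 6 hr at 25C. Cells were ATM-null patient fibroblasts ([…], hTERT), dosed 60 min, then exposed to the DSB inducer NCS for 30 min.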
Giardia killer: Small Molecules that selectively kill Giardia lamblia: qHTS; Giardia lamblia trophozoite viability; activity change, % at 7.66 µM, hits read low; 0.15% of 340,000 active; in the data active means activity change below about -80%; inconclusive means between about -30% and that limit;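 further: parasites exposed to compound for two days anaerobically before the ATP read; on the % scale 0 is the no-effect control and ±100 the full control effect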
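Killing of trophozoites was scored by loss of ATP luminescence after a 48 hrs anaerobic exposure to compounds at 37 deg C, using 100 cells per well.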
TSHR antagonist: Antagonists of the Thyroid Stimulating Hormone Receptor: HTS campaign | AID 504810, 2011 | 0.2% of 330,000 active | Thyrotropin receptor (Homo sapiens), P16473 | TSHR-expressing cells, TSH-stimulated cAMP HTRF, 2 h; active compounds read low | activity change, negative = inhibition, % at 11.5 µM;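 active means activity change below a set negative limit, meaning inhibition stronger than a set level, cut at about -70% in these data; inconclusive means activity change between two set negative limits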; further: on the % scale 0 is the no-effect control and ±100 the full control effect
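Competitive HTRF cAMP read-out (cryptate anti-cAMP antibody, cAMP-d2; 30 min, room temperature) in freshly harvested TSHR cells. Compounds added before TSH at EC80 (4nM final), followed by 2 hours' incubation at 37 deg C.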
Numbers without * were called inactive; u = inconclusive; x = no result given; [ ] = remark or other dose. Unless noted, the call rests on the fitted dose curve; in most records, active means well fitted curve in the direction sought with a large enough effect; inconclusive means small, poorly fitted or top-dose-only effect, or another doubt; inactive means no such curve, though single readings can be large; an effect the other way counts as inactive or inconclusive.

SMILES	MLL CXXC-DNA inh	Tb PFK inh	BCR signal inh	GALK inhibitor	hERG WT inh	TCR activator	FBPA coupling cs	A-T KAP1 phos	Giardia killer	TSHR antagonist
CC1C/C(=C\c2ccccc2[N+](=O)[O-])c2nc3ccccc3c(C(=O)O)c2C1 (stereo not given)	19%	-2%	u	15%	5	6%	5	-2%	-9	-5
COc1ccc(C=C2C=C(C(C)(C)C)C(=O)C(C(C)(C)C)=C2)cc1OC	32%[activator]	2%	u	2%	-12	1%	-1	u	-14	1
CCOC(=O)c1oc2ccc(CNC(C)(C)C)c(Cl)c2c1C	-3%	-3%	-19%	-3%	-3	1%[46.1 µM]	1	1%	-15	4
COC(=O)c1cccc(CSc2nnc(C)s2)c1	-2%	-1%	u	1%	1	8%	3	4%	-24	-3
CCC(=O)c1ccc(OCC(=O)OCC(=O)NC2CCCCCC2)cc1	x	0%	-11%	x	10	9%	x	-7%	u	-14
CC(=O)Nc1nc2c(c3c1c(=O)oc1ccccc13)CCCCC2	-5%	-5%	3%	0%	x	x	-1	2%	x	-8
COc1ccc(-c2oc3cccnc3c2C#CCO)cc1	-4%	0%	u	x	-1	6%	0	-3%	-21	-22
Cc1ccc(C)c(NC(=S)NNC(=O)c2csc3c2CCCC3)c1	11%	0%	u	-3%	-6	-4%	6	2%	-5	3
CCOc1ccc(S(=O)(=O)Nc2cccnc2)cc1	0%	5%	0%	6%	13	5%	2	-9%	14	-11
CCCCn1nnc(NC(=O)c2ccc(-c3ccccc3)cc2)n1	0%	-2%	-8%	1%	-17	-1%	1	11%	-8	-5
O=C(Nc1nc(-c2ccccc2)cs1)c1cccc([N+](=O)[O-])c1	22%	-2%	u	-3%	6	17%	x	-3%	-28	-37
Cc1cccc(C)c1NC(=O)COC(=O)c1cc[n+]([O-])cc1	x	-4%	2%	x	-8	5%	x	5%	-9	1
Cc1nc2ccccc2nc1CSc1nncs1	19%	4%	4%	0%	-1	4%	3	4%	7	-1
c1ccc(-c2csc(Nc3cccnc3)n2)cc1	5%	-1%	-2%	-1%	4	-2%	0	2%	4	11
O=C(O)c1cc(-c2ccncc2)nc2ccc(F)cc12	7%	-2%	1%	-5%	x	x	1	-4%	x	13
CCSc1nnc(-c2cc(Br)ccc2N)c(=O)[nH]1	0%	0%	7%	-1%	-9	-3%	-4	-3%	11	-10
CC(C)(C)c1ccc(C(=O)NNC(=O)c2ccccc2Br)cc1	6%	-3%	-19%	-2%	-2	-1%	1	2%	12	-3
Cn1ccnc1SCC(=O)Nc1nc2ccccc2s1	u	-1%	u	4%	12	-12%	7	-2%	-12	2
Cc1ccccc1C(=O)NNC(=O)C12CC3CC(CC(C3)C1)C2	1%	0%	-6%	13%	20	2%	0	3%	-8	-1
CCN(CC(=O)NC(=O)NC1CCCCC1)Cc1nc2ccccc2c(=O)[nH]1	-2%	-3%	-6%	-2%	-6	-3%	1	-3%	-1	3
Cc1ccccc1NC(=O)Nc1cc(-c2ccccc2)nn1C	-8%	-1%	6%	-1%	-4	-3%	-1	67%	-4	25
C=C(C)C(=O)N1CC2(CC(c3cccc(NC(=O)/C(C)=C\C)c3)=NO2)C[C@H]1C(N)=O (stereo not given in full)	1%	-1%	u	4%	-11	-8%	0	-19%	14	4
N#CCCn1cc(C(CC(=O)c2ccc(Br)cc2)C(=O)O)c2ccccc21 (stereo not given)	-9%	-5%	-1%	2%	0	-6%	8	-14%	19	13
CN1CCN(Cc2ccc(OCc3ccccc3)cc2)CC1	-1%	1%	6%	7%	34	14%	1	-2%	2	0
Cc1ccc(-c2nnn(CC(=O)N(Cc3ccco3)C(C(=O)NC(C)(C)C)c3cccs3)n2)o1 (stereo not given)	11%	-4%	u	-1%	7	2%[46.1 µM]	-1	-1%	-15	-15
COc1ccc2oc(C(=O)OC(C)C(=O)N3C(C)CCCC3C)c(C)c2c1 (stereo not given)	x	7%	0%	x	1	5%[46.1 µM]	x	16%	-9	-3
CCOc1c2ccc(C(=O)N[C@H](C)C3CCCCC3)cc2nn1CCOC	0%	-15%	5%	1%	-1	-81%	3	-1%	32[activator]	0
Cc1noc(NS(=O)(=O)c2ccc(NC(=O)CSc3nc4c(cc3C#N)CCCCC4)cc2)c1C	-5%	7%	u	3%	-23	-3%	13	x	21	1
CCOc1cc(-c2nc(C)c(C(C)=O)n2O)ccc1OCC(=O)Nc1ccc(F)cc1	7%	1%	-10%	0%	2	-1%	0	-1%	-8	-15
COC(=O)Cn1cnc2scc(-c3ccc(C)cc3)c2c1=O	13%	2%	5%	0%	-6	x	0	-7%	16	4
CNC(=O)c1ccc(OC2CSC2)cc1	-4%	x	x	3%	6	-3%	4	x	1	x
Cc1cc(C)cc(NC(=O)CSc2nc3c(c(=O)[nH]2)CN(Cc2ccc(F)cc2)CC3)c1	-6%	2%	u	-2%	-20	1%[46.1 µM]	7	-2%	0	-5
CCO[C@@H]1OC(C(=O)N2CCOCC2)=C[C@H](c2coc3ccccc3c2=O)[C@H]1CCCO	-17%	-1%	u	8%	x	-1%	1	-1%	-10	3
O=C(Nc1ccccc1C(=O)N1CCCC1)c1ccccc1	6%	4%	-1%	0%	-6	-6%[46.1 µM]	2	-2%	-1	-6
COc1ccc(OC)c(NC(=O)CSCc2cnn(-c3ccccc3)c2-n2cccc2)c1	6%	3%	6%	-4%	-6	-6%	-1	-4%	0	-5
O=C(CCCN1C(=O)NC2(CCCC2)C1=O)N1CCN(S(=O)(=O)c2ccccc2)CC1	x	3%	4%	x	-9	10%	x	-19%	-9	27
Cc1c(C(=O)N(Cc2ccccc2)Cc2cccnc2)cnn1-c1ccc(F)cc1	-10%	7%	2%	-1%	10	1%	1	-1%	-21	14
CCCN1C(=O)/C(=C/c2ccc3c(c2)OCO3)NC1=S	7%	2%	3%	-2%	-12	3%	-1	-1%	-2	-10
Cc1cccc(NC(=O)c2cc3ccccc3oc2=O)c1	3%	-4%	u	0%	-4	x	0	22%	21	3
OC(CNC1CCCC1)COc1ccc(-c2ccccc2)cc1 (stereo not given)	8%	-4%	-3%	1%	-6	-1%	3	-1%	-25	-2
Cc1cc(=O)n2[nH]c(N)c(N=Nc3ccccc3F)c2n1	-17%	-1%	u	2%	-5	-3%[46.1 µM]	5	-36%	-21	-4
COc1ccc(CNC(=O)OCCN2CCN(Cc3ccccc3)CCC2=O)cc1	4%	0%	0%	x	-10	5%	-1	8%	15	8
COc1cccc(N(CC(=O)NC2CC3CCC2C3)S(=O)(=O)c2ccccc2)c1 (stereo not given)	3%	-2%	11%	-2%	-6	-1%	-2	3%	4	-15
CSc1nc2ccc(NC(=O)c3c(-c4ccccc4)noc3C)cc2s1	-9%	1%	-6%	-1%	5	-3%	1	-7%	0	-10
O=[N+]([O-])c1cccc(NC(=S)N2CCc3ccccc3C2)c1	-8%	-18%	-1%	3%	-16	-3%	-14	7%	u	5
c1ccc2c(c1)nc1n2CC2CON(C3CCCCC3)C12 (stereo not given)	-1%	-1%	5%	-1%	-4	-1%	-1	13%	-3	7
CC1(C)CC(NC(=S)NCc2ccc3c(c2)OCO3)CC(C)(C)N1	2%	-2%	0%	4%	x	x	0	15%	x	4
CCCCN(C(=O)c1ccccc1OCc1ccc(F)cc1)c1c(N)n(CCC)c(=O)[nH]c1=O	-11%	-7%	5%	4%	-3	11%	x	12%	-7	27
COc1ccc(OC)c(NC(=O)CN2C(=O)NC3(CCCc4ccccc43)C2=O)c1 (stereo not given)	x	10%	3%	x	-1	-1%	x	-6%	16	-2
O=C(C=C=Nc1ccccc1)C(=O)N=C=Cc1ccccc1	-25%	-4%	u	x	-9	-2%	1	2%	7	-27
CC(C)Cn1c(=O)c2ccccc2n2c(CCC(=O)NCc3ccccn3)nnc12	-5%	-1%	-1%	8%	-6	-4%	3	4%	33[activator]	4
O=C(/C=C/c1ccc2c(c1)OCCCO2)c1ccccc1O	4%	2%	u	1%	0	9%[46.1 µM]	3	18%	3	-11
